# NTR1 agonist = agonists of NTR1, primary screen, imaging, U2OS cells, beta-arrestin-GFP, high content (AID 493036); activation, % at 20 µM; NTR1-U2OS beta-arrestin-GFP spot imaging, agonist mode; P30989; hit rate 0.17% among 330,000;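 active means activation at or above 40% of the spot to cytoplasm intensity ratio, with at least 20 cells analyzed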;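 further: 0% = DMSO without peptide and 100% = 100 nM NTR1 peptide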
# Target sequence (P30989 whole entry, looked up): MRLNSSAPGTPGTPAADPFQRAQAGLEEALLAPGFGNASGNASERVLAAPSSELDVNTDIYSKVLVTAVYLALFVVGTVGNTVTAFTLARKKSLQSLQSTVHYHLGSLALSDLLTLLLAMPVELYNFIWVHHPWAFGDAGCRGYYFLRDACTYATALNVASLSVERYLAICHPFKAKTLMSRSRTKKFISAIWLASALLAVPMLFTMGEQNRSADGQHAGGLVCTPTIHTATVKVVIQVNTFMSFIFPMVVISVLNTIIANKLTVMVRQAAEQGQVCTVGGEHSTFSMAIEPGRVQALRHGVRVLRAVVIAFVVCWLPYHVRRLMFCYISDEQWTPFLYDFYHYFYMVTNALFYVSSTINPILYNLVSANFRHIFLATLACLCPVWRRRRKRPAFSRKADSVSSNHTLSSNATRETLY
# Rac1 GTP hydrolysis = MgcRacGAP GTPase-activating activity inhibitors, confirmation, biochemical, ADP Hunter fluorescence; MgcRacGAP-stimulated Rac1 GTP hydrolysis, ADP Hunter fluorescence; higher % means a stronger effect; GST-tagged Rac1 F28L mutant substrate; inhibition, % at 30 µM; hits with a dose series show IC50 in µM; hit rate 0.6% among 340,000; AID 624330;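 active means first-screen hits whose inhibition reached a set limit at any dose in the follow-up dose series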;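 further: fluorescence reports GDP produced by GAP-driven GTP hydrolysis; strong numbers were not always called active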
# Dengue-2 NS5 capping = Dengue-2 NS5 methyltransferase inhibitors, primary screen, biochemical, confirmation dose response (AID 588689) | Dengue-2 NS5 methyltransferase capping enzyme assay, biochemical; higher % means a stronger effect | inhibition, % at 25 µM; hits with a dose series show IC50 in µM | hit rate 0.3% among 340,000; in the data active means a potency from the dose series
# NTR1 agonist cell count 20 µM = further read-out of NTR1 agonist, marked with its call; cell count; measured here: cell count, cytotoxicity flag
# Dengue-2 NS5 capping pilot replicate = recorded beside Dengue-2 NS5 capping, whose call it bears; inhibition, %; measured here: pilot screen replicate inhibition
# * = called active by the depositor.
SMILES,NTR1 agonist,NTR1 agonist cell count 20 µM,Rac1 GTP hydrolysis,Dengue-2 NS5 capping,others
CCCCCC1=C(C(=O)OC)C(C(=O)OCC)N(S(=O)(=O)C(F)(F)F)c2ccccc21 (stereo not drawn),5.2,57,8%,-3%,Dengue-2 NS5 capping pilot replicate=2.4
COc1ccc(F)cc1S(=O)(=O)N1CCC2(CC1)OCCN2S(=O)(=O)c1ccccc1,-0.5,68,-3%,4%,
O=C(NCC(c1ccccc1)N1CCCC1)C1CCN(C(=O)Nc2ccccc2)CC1 (stereo not drawn),-0.7,71,-3%,-2%,
CCCCCCCCCCCCCC(=O)O,5.4,50,5%,7%,
Cc1nc2ccc(NC(=O)CSc3ccccc3)cc2s1,0.2,70,5%,2%,
CCOC(=O)C1=C(C)c2ccccc2OC1(C)C(=O)OCC (stereo not drawn),4.4,55,7%,3%,
Cc1nn(CC(=O)N2CCc3ccccc32)c(C)c1S(=O)(=O)NC(C)(C)C,0.0,43,1%,3%,
CCOc1ccc(NC(=O)CN(C)C(=O)CCC2CCCCC2)cc1OCC,1.0,63,4%,7%,
CCCc1cc(=O)[nH]c(SCC(=O)N2CCc3cc(OC)c(OC)cc3C2)n1,3.6,54,1%,-4%,
CC(Sc1ccc(S(=O)(=O)N2CCOCC2)cn1)C(=O)Nc1ccc(Cl)cc1Cl (stereo not drawn),9.5,64,1%,7%,

# Reprinted from the part before: 4 compounds, followed by the next part.
SMILES,NTR1 agonist,NTR1 agonist cell count 20 µM,Rac1 GTP hydrolysis,Dengue-2 NS5 capping,others
Cc1nn(CC(=O)N2CCc3ccccc32)c(C)c1S(=O)(=O)NC(C)(C)C,0.0,43,1%,3%,
CCOc1ccc(NC(=O)CN(C)C(=O)CCC2CCCCC2)cc1OCC,1.0,63,4%,7%,
CCCc1cc(=O)[nH]c(SCC(=O)N2CCc3cc(OC)c(OC)cc3C2)n1,3.6,54,1%,-4%,
CC(Sc1ccc(S(=O)(=O)N2CCOCC2)cn1)C(=O)Nc1ccc(Cl)cc1Cl (stereo not drawn),9.5,64,1%,7%,
Cc1ccc2c(c1)[C@H]1[C@H](CO2)[C@H](c2ccccc2)[C@]2(C)C(=O)N(Cc3ccc(Cl)cc3)CC(=O)N12,5.8,62,14%,-5%,
CCN(C(=O)CSc1nc2ccccc2[nH]1)C1CCS(=O)(=O)C1 (stereo not drawn),-0.9,55,4%,-12%,
Cc1ccc(NC(=O)COC(=O)c2ccc(C)c(S(=O)(=O)N3CCOCC3)c2)cc1,-1.0,71,0%,0%,
O=C(OCC(=O)N1CCCCCC1)c1ccc(Br)c(S(=O)(=O)N2CCOCC2)c1,0.2,64,-1%,-3%,
CSc1ccc(/C=C/C(=O)OCC(=O)NC2CCS(=O)(=O)C2)cc1 (stereo not drawn),-0.1,49,3%,-3%,
CC(NC(=O)COC(=O)C1CC2CCCC(C1)C2=O)c1ccccc1 (stereo not drawn),-0.1,86,8%,-4%,
CC1CCCC(NC(=O)Cn2cc(C(F)(F)F)cc(Cl)c2=O)C1C (stereo not drawn),1.7,44,5%,13%,
C=CCC[C@@H](Cc1ccc(F)cc1)C(=O)OCCNC(=O)[C@@H](CC=C)CC(=O)N[C@H](CO)Cc1ccccc1,11,52,8%,-1%,
O=C1Cc2cc(S(=O)(=O)Nc3ccc(N4CCOCC4)cc3)ccc2N1,-0.3,53,5%,-7%,
C=CC[C@H](CC(=O)N(CCO)Cc1ccccc1)C(=O)N[C@@H](COC(=O)[C@@H](CC=C)CC(=O)OC(C)(C)C)Cc1c[nH]c2ccccc12,19,55,4%,19%,
CCS(=O)(=O)c1ccc(O)c(NC(=O)c2cc(-c3ccccn3)nc3ccccc23)c1,-0.2,55,5%,-2%,
Cc1ccc(S(=O)(=O)N2CCN(CN3C(=O)CC4(CCCC4)C3=O)CC2)cc1,0.2,61,1%,-1%,
CSc1ccccc1NC(=O)CN(C)C(=O)C1CC(=O)N(C(C)c2ccccc2)C1 (stereo not drawn),1.7,55,8%,-5%,
CC(OC(=O)C12CCC(=O)N1c1ccccc1S2)C(=O)Nc1cccc(Cl)c1 (stereo not drawn),0.2,76,6%,-13%,
CCOC(=O)C1CCN(C(=O)COC(=O)CSc2ccccc2C)CC1,-1.1,37,2%,-6%,
Cc1ccc(OCC(=O)N(C)CC(=O)NCc2ccco2)c(Br)c1,-1.1,59,5%,1%,
CCCCC1CCC(C(=O)N(CCOC)c2c(N)n(CC(C)C)c(=O)[nH]c2=O)CC1 (stereo not drawn),2.7,62,4%,-4%,
O=C(COC(=O)c1ccc2ccccc2n1)NC1CCCCC1,-0.6,63,3%,0%,
COCCn1c(SCC(=O)c2c(N)n(C3CC3)c(=O)[nH]c2=O)nnc1-c1ccc(Cl)cc1,1.2,60,10%,-3%,
Cc1cccc(C(=O)NCC(=O)OCC(=O)N(C)CC(=O)Nc2ccccc2Cl)c1,2.0,69,3%,-7%,

# Among those listed so far, 2 contain a tert-butyl group.
SMILES,NTR1 agonist,NTR1 agonist cell count 20 µM,Rac1 GTP hydrolysis,Dengue-2 NS5 capping,others
Cc1nn(CC(=O)N2CCc3ccccc32)c(C)c1S(=O)(=O)NC(C)(C)C,0.0,43,1%,3%,
C=CC[C@H](CC(=O)N(CCO)Cc1ccccc1)C(=O)N[C@@H](COC(=O)[C@@H](CC=C)CC(=O)OC(C)(C)C)Cc1c[nH]c2ccccc12,19,55,4%,19%,

# Other entries follow:
SMILES,NTR1 agonist,NTR1 agonist cell count 20 µM,Rac1 GTP hydrolysis,Dengue-2 NS5 capping,others
O=C1ON=C(c2ccccc2[N+](=O)[O-])/C1=C/c1cccc([N+](=O)[O-])c1O,0.8,73,3%,-2%,
COc1cc(OC)cc(C(=O)OCC(=O)Nc2cccc(S(=O)(=O)NC3=NCCCCC3)c2)c1,4.5,33,-2%,9%,
COc1ccc(S(=O)(=O)NCCC(=O)N2CCCN(C)CC2)cc1,-0.5,64,6%,-5%,
Cc1cc(OCC(=O)OCC(=O)NC2CCCCCC2)ccc1Cl,-1.2,69,5%,-7%,
O=S(=O)(N(Cc1ccccc1)[C@H](CO)Cc1ccccc1)N(Cc1ccccc1)[C@H](CO)Cc1ccccc1,-0.5,55,-1%,-2%,
COc1ccc(C(=O)COC(=O)c2ccc([N+](=O)[O-])s2)cc1OC,4.4,85,5%,-5%,
CCN(CC(=O)Nc1cc(Cl)ccc1Cl)C(=O)c1ccc(-n2cccn2)cc1,0.0,56,0%,1%,
O=C(COC(=O)c1ccc[n+]([O-])c1)Nc1cc([N+](=O)[O-])ccc1Cl,4.1,71,7%,11%,
Cn1cccc1C(=O)OCC(=O)NNC(=O)c1ccc([N+](=O)[O-])cc1,-1.2,58,3%,-4%,
N#Cc1ccccc1COC(=O)CCN=C1NS(=O)(=O)c2ccccc21,1.0,59,2%,-5%,
CCCCCCCCCC(=O)N[C@@H]1c2cc(OC)c(OC)cc2C[C@H]1OCc1ccccc1,2.2,44,2%,4%,Dengue-2 NS5 capping pilot replicate=2.1
CCOc1ccccc1C(=O)NCC(=O)NCc1ccc(S(=O)(=O)N2CCOCC2)cc1,1.6,63,3%,-4%,
CC(=O)C[C@@H](O)CC(=O)[C@@H]1OC(=O)[C@H](C)CCCCc2ccccc21,-1.5,52,9%,-1%,
COc1cc(CC(=O)Nc2cccc(S(=O)(=O)N(C)c3ccccc3)c2)cc(OC)c1OC,-2.0,50,4%,-10%,
NC(=O)c1ccc(NC(=O)COC(=O)C2COc3ccccc3O2)cc1 (stereo not drawn),-0.1,66,4%,-6%,
O=C(OCC(=O)N1CCOCC1)c1ccccc1OCc1ccccc1,-2.4,62,0%,1%,
Cc1ccc(NC(=O)NC(=O)COc2ccccc2C(N)=O)c(C)c1,0.1,63,6%,-4%,
Cc1ccc(NC(=O)CN(C)C(=O)c2ccc(NS(=O)(=O)c3ccc4[nH]c(=O)[nH]c4c3)cc2)cc1,0.4,56,5%,1%,
CSc1ncccc1C(=O)OCC(=O)NC1CC1,1.1,41,8%,3%,
CCOC(=O)C1=C(COC(=O)CCC(=O)c2ccc(C)cc2)NC(=O)NC1C (stereo not drawn),2.3,76,0%,-1%,
COc1ccccc1CNC(=O)C(CCSC)NC(=O)c1cccc(S(=O)(=O)N2CCOCC2)c1 (stereo not drawn),2.7,58,2%,7%,
O=C(Nc1ccccc1N1CCOCC1)c1ccncc1,-1.5,48,4%,-2%,
CC(C)(C)N(Cc1ccccc1)C(=O)COC(=O)c1ccc(S(=O)(=O)N2CCOCC2)cc1,1.0,64,1%,4%,
COc1ccc(C=NNc2ccc(S(=O)(=O)Nc3ccccc3C(=O)O)cc2[N+](=O)[O-])c(OC)c1,5.8,55,3%,17%,
COc1cc(C=NNC(=O)c2cccnc2)ccc1OC(=O)c1ccccc1F,1.7,52,29%,-8%,
C[C@H](CO)N1C[C@H](C)[C@@H](CN(C)S(=O)(=O)c2ccc(F)cc2)Oc2ccc(NC(=O)Cc3cn(C)c4ccccc34)cc2C1=O,0.1,68,8%,1%,
COc1ccccc1CNC(=O)COC(=O)Cc1cccc(F)c1,-1.1,93,8%,0%,
COC(=O)C(C(C)C)N(Cc1cc(OC)cc(OC)c1)S(=O)(=O)CCl (stereo not drawn),1.1,61,5%,1%,
COCCN(C(=O)COC(=O)Cc1c(C)nc2ccccc2c1C)c1c(N)n(CC(C)C)c(=O)[nH]c1=O,0.7,53,-1%,-7%,
NS(=O)(=O)c1ccc(CCNC(=O)COC(=O)c2ccc([N+](=O)[O-])o2)cc1,0.0,45,6%,7%,

# Fetched one by one from the list above (2):
SMILES,NTR1 agonist,NTR1 agonist cell count 20 µM,Rac1 GTP hydrolysis,Dengue-2 NS5 capping,others
Cc1cccc(C(=O)NCC(=O)OCC(=O)N(C)CC(=O)Nc2ccccc2Cl)c1,2.0,69,3%,-7%,
O=C(OCC(=O)N1CCCCCC1)c1ccc(Br)c(S(=O)(=O)N2CCOCC2)c1,0.2,64,-1%,-3%,

# Filtered by structure, the compounds so far with a COOH group
SMILES,NTR1 agonist,NTR1 agonist cell count 20 µM,Rac1 GTP hydrolysis,Dengue-2 NS5 capping,others
CCCCCCCCCCCCCC(=O)O,5.4,50,5%,7%,
COc1ccc(C=NNc2ccc(S(=O)(=O)Nc3ccccc3C(=O)O)cc2[N+](=O)[O-])c(OC)c1,5.8,55,3%,17%,

# Later entries:
SMILES,NTR1 agonist,NTR1 agonist cell count 20 µM,Rac1 GTP hydrolysis,Dengue-2 NS5 capping,others
CCc1ccccc1OCC(=O)NCC1COc2ccccc2O1 (stereo not drawn),-0.8,50,4%,0%,
COc1ccc(OC)c(S(=O)(=O)N2CCN(CC(O)CN3CCOCC3)CC2)c1 (stereo not drawn),0.0,59,6%,-14%,
CCN1CCN(c2oc(-c3ccccc3)nc2S(=O)(=O)c2ccc(C)cc2)CC1,0.0,71,0%,-2%,
Cc1noc(C)c1COc1ccccc1C(=O)Nc1ccc(C(N)=O)cc1,2.2,66,0%,1%,
CCOc1ccccc1CNc1ncnc2ccc(-c3c(C)noc3C)cc12,2.6,61,-1%,-1%,
CCC/C(C#CCCN1C(=O)c2ccccc2C1=O)=C1/c2ccccc2C(=O)N1c1ccccc1,5.7,41,1%,-10%,
COc1ccc(S(=O)(=O)N2CCN(C(C)C(=O)Nc3ccc(C(C)C)cc3)CC2)cc1 (stereo not drawn),2.9,54,5%,-5%,
CCOC(=O)C1CCCN(S(=O)(=O)NC[C@H]2O[C@@H](n3cnc4c(N)ncnc43)[C@H](O)[C@@H]2O)C1 (stereo partly drawn),-2.9,54,0%,-9%,Dengue-2 NS5 capping pilot replicate=-4.3
Cc1cccc(Nc2nnc(SCC(=O)NC(=O)CN3CCCC3=O)s2)c1,1.0,54,4%,-4%,
Cc1ccc(SCC(=O)OCC(=O)NCCc2ccccc2)cc1C,-2.6,60,2%,2%,
O=C(c1cccs1)N1CCN(C(=O)c2cn(-c3ccccc3)nc2-c2ccccc2)CC1,1.2,65,5%,-7%,
CCN1CCN(S(=O)(=O)c2ccc(Cl)c(C(=O)NCc3nc4ccccc4[nH]3)c2)CC1,-0.8,49,-2%,-6%,
COc1ccc(NC(=O)CSc2nnnn2C2CC2)cc1S(=O)(=O)N1CCOCC1,-0.8,50,6%,-13%,
CCCCn1c(N)c(N(CCC)C(=O)C2CCCC2)c(=O)[nH]c1=O,0.8,67,8%,-2%,
CN(CC(=O)Nc1ccc(Cl)c(C(F)(F)F)c1)C(=O)CNC(=O)C1CCCCC1,0.1,62,-2%,2%,
Cn1cccc1C(=O)OCC(=O)Nc1ccc2[nH]c(=O)[nH]c2c1,2.6,55,15%,4%,
CC(=O)c1ccc(NC(=O)CN2CCN(S(=O)(=O)c3ccc4ccccc4c3)CC2)cc1,-0.3,54,7%,-12%,
CCCNC(=O)C(Cc1cccc(OC)c1)NC(=O)c1ccc(C(C)(C)C)cc1 (stereo not drawn),1.2,64,1%,0%,
COc1ccc(N(CCOc2ccccc2)S(=O)(=O)c2ccccc2)cc1,1.5,45,4%,-3%,
CC[C@H]1C/C=C\Cc2ccccc2[C@@H](C(=O)C[C@@H](O)CC(C)=O)OC1=O,1.8,59,7%,-5%,Dengue-2 NS5 capping pilot replicate=-1.5

# A portion of the library (hit frequency here may not be typical).
